# TDP1 inh = qHTS Assay for Inhibitors of Tyrosyl-DNA Phosphodiesterase (TDP1); Tyrosyl-DNA phosphodiesterase 1 (Homo sapiens), Q9NUW8; recombinant TDP1, AlphaScreen DNA substrate cleavage; Potency, µM (titrated, usually from 130 µM), inactives show at the top dose activity change, negative = inhibition, hits mostly inhibitors; 350,000 compounds, 0.28% hits; AID 485290, 2010; note: nearly all actives have a fitted effect of over 40% in size
# Target sequence (Q9NUW8 whole entry, looked up): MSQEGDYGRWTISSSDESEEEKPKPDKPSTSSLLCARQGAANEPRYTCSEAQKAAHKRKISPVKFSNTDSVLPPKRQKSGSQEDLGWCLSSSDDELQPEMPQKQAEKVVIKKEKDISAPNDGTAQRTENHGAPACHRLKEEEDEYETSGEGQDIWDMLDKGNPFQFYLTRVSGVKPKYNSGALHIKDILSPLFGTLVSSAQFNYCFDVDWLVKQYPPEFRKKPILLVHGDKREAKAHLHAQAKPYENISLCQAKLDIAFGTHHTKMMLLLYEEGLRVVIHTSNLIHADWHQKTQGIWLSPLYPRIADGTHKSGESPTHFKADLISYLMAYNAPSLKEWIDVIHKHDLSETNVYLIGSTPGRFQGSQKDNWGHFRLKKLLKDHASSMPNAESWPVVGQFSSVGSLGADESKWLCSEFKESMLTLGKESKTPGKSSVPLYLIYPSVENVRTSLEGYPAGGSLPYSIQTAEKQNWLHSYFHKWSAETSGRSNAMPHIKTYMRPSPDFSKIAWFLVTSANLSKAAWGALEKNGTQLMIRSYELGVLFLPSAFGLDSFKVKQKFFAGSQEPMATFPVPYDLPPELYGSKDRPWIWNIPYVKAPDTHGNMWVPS
#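 Compounds were preincubated with Tdp1 (1 nM final) for 15 min at room temperature before substrate (15 nM final) started a 5 min reaction; beads (10 ug/ml final) were then added for 10 min before AlphaScreen detection.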
# DT40 TDP1 no CPT = qHTS for Inhibitors of human tyrosyl-DNA phosphodiesterase 1 (TDP1): qHTS in cells in absence of CPT | DT40 Tdp1-/- hTDP1 cells, no CPT, ATP luminescence, 48 h | Potency, µM (series often up to 46.2 µM), inactives show at the top dose activity change, negative = growth inhibition, most hits filed as inhibitors | 420,000 compounds, 15% hits | AID 686978, 2013; note: nearly all actives have a fitted effect of over 55% in size
#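 Stably hTDP1-transfected Tdp1-null chicken DT40 cells were treated with library compounds minus camptothecin and grown for at least 48 hr at 37 °C, after which cellular ATP was quantified by luminescence.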
# TDP1 cell CPT = qHTS for Inhibitors of human tyrosyl-DNA phosphodiesterase 1 (TDP1): qHTS in cells in presence of CPT. Potency, µM (top dose mostly 46.2 µM), for inactives: at the top dose activity change, negative = growth inhibition, usual class: inhibitors. chicken DT40 Tdp1-/-;hTDP1 cells + 20 nM CPT, ATP luminescence, 48 h. 420,000 compounds, 12% hits; note: nearly all actives have a fitted effect of over 55% in size
#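 Chicken DT40 Tdp1-/- cells complemented with human TDP1, 400 cells/well, exposed to compounds plus 20 nM camptothecin for at least 48 h at 37 C; viability read as ATP content by CellTiter-Glo luminescence.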
# Starred values were filed as active, the others as inactive; ? = inconclusive; / = not tested or not shown; [ ] = remark or other dose. Calls come from the whole dose curve; as a rule, active = well fitted curve in the direction sought with a large enough effect; inconclusive = small, poorly fitted or top-dose-only effect, or another doubt; inactive = no such curve, though single readings can be large; an effect the other way counts as inactive or inconclusive. % is set by controls: 0 for no effect and ±100 for the full control effect; potency is the fitted concentration of half-maximal effect.
SMILES,TDP1 inh,DT40 TDP1 no CPT,TDP1 cell CPT
CN1CCN(C2CN(C3CCCC3)S(=O)(=O)C2)CC1 (configuration not stated),/,2%,-1%
CC1CN(C(=O)c2ccc(Oc3ccccc3)cc2)CC(C)O1 (configuration not stated),2%,?,?
Cc1ccccc1C(=O)Nc1ccc(N2CCOCC2)nc1,1%,-7%,3%
O=C1C2C(c3ccccc3)C=CC(c3ccccc3)C2C(=O)N1C1CCCCC1 (configuration not stated),0%,?,-18%
COc1cc(NC(=O)c2cccs2)c(C(=O)OCC(=O)NC(=O)NC(C)(C)C)cc1OC,6%,?,-22%
CN(C)c1cc(-c2cccc(NS(C)(=O)=O)c2)ncn1,/,-6%,-25%
FC(F)(F)c1cccc(OCc2nnc3n2CCC3)c1,3%,8%,9%
N#CC[C@H](Cc1ccccc1)N1CC[C@@H](NC(=O)OCc2ccccc2)CCC1=O,/,?,?
Cc1nc2cccc(C(=O)NC3CCCCC3)c2o1,4%,-22%,-20%
COC(=O)c1ccc(-n2cncn2)c(F)c1,-4%,-6%,-1%
Cc1cccc(CSc2cccc3cccnc23)c1,1%,3.7µM*,4.1µM*
CC(C)C[C@@H](NC(=O)[C@H]1CCCN1C(=O)Cc1ccccc1)C(N)=O,/,6%,-2%
Cn1c(=O)n(C)c2cc(CNCc3ccccc3Cl)ccc21,3%,?,?
O=C(Cc1ccccc1)NNC1CC(=O)N(c2ccc(Br)cc2)C1=O (configuration not stated),2%,-3%,1%
CC(=O)NC(=O)COC(=O)c1ccc2ncsc2c1,-3%,14%,-1%
CS/C(Nc1cc(Cl)ccc1Cl)=C(/C#N)C(=O)c1ccco1,4%,16µM*,9.2µM*
O=C(NCC1CCCO1)c1[nH]c(C(F)(F)F)nc1-c1ccccc1 (configuration not stated),/,11%,-5%
O=C(CSc1nc2ccccc2s1)N1c2ccccc2Sc2ccccc21,0%,?,?
CCn1cc(C(=O)NCc2cccs2)c(=O)c2ccc(C)nc21,-5%,?,9%
CCCCSCc1ccc(C(=O)O)o1,0%,-9%,?
COCCNC(=O)C1Nc2ccc(OC(F)(F)F)cc2C2C=CCC12 (configuration not stated),/,?,?
COc1cc(-c2nn3c(-c4cccc(C)c4)nnc3s2)cc(OC)c1OC,3%,?,?
C[C@]12c3[nH]c4ccc(Cl)cc4c3CCN1C(=O)[C@@H](CC(=O)NCCN1CCOCC1)C[C@@H]2C(=O)N1CCCCC1,1%[56.1 µM],16µM*,?
COc1cc(N2CCCC2)c(OC)cc1/C=C1/NC(=S)NC1=O,5%,-9%,3%
CCOc1ccccc1Nc1ncnc2c1cnn2-c1ccc(C)cc1,5%,-22%,?
CNC[C@H]1Oc2ccc(NC(=O)Nc3ccc(OC)cc3)cc2C(=O)N([C@@H](C)CO)C[C@H]1C,5%,-5%,-2%
CCOC(=O)C1CCN(c2cc3c(cc2NC(=O)c2ccc(OC)c(OC)c2)n(C)c(=O)n3C)CC1,2%,5.8µM*,9.2µM*
O=C(CSc1nnc2ccccn12)N1CCc2ccccc21,5%,-4%,0%
Cc1cccc2cc(CN(Cc3ccccc3)C(=O)N(C)C)c(=O)[nH]c12,3%,?,?
CCOc1ncccc1C(=O)OCc1cn2cc(Cl)ccc2n1,6%,-12%,-8%
O=c1c2c(ncn2C2CCCC2)n(Cc2ccccc2)c(=O)n1CCOc1ccccc1,6%,-14%,-7%
COc1cc2c(cc1OC)CC(=O)N(CCCN(C)C[C@H]1Cc3cc(OC)c(OC)cc31)CC2,/,-20%,1%
N#Cc1c(NC(=O)c2cccnc2)sc2c1CCC2,2%,?,23µM*
CCCCCc1cc(=O)[nH]c(=S)[nH]1,/,-11%,-5%
Cc1cccc(NC(=O)CN2C(=O)N/C(=C\c3ccccc3OCc3ccc(C(=O)O)cc3)C2=O)c1,/,-22%,-16%
O=C(Oc1ccccc1)c1cccc(COC(=O)c2cnccn2)c1,2%,-2%,-3%
COCCn1c(SCC(=O)Nc2ccccc2OC)nc2c(oc3ccccc32)c1=O,6%,?,?
Cc1ccc2nc(-c3cccc(Br)c3)cc(C(=O)NC3CC3)c2c1,0%,?,?
NC(=O)Nc1ccc(Cl)cc1,2%,-16%,-9%
CCOc1cc(-c2c(C#N)c(N)nc3c2CCCC3C)ccc1O (configuration not stated),3%,?,9.2µM*
CC1C(=O)C(C)C(c2ccc(Br)cc2)NC1c1ccc(Br)cc1 (configuration not stated),/,?,?
CCC1CCCCN1CCCNC(=O)Cn1cnc2sc(C)c(S(=O)(=O)N3CC(C)CC(C)C3)c2c1=O (configuration not stated),5%,?,?
CCCOc1ccc(C2C(=O)N(C3CCC(C)CC3)CC(=O)N2Cc2cccc(OC)c2)cc1OC (configuration not stated),10%,?,?
O=C(c1ccc(Cl)cc1)c1coc2ccc(O)cc12,3%,-23%,?
CC(C)CN(C(=O)COc1ccc(C(C)(C)C)cc1)C1CCS(=O)(=O)C1 (configuration not stated),-5%[0.505 µM],23µM*,-29%
CCNC(=O)CN1C(=O)NC2(CCCCCC2)C1=O,4%,-2%,-2%
CC(C)OC(=O)C1=C(N)N2C(=O)CSC2=C(C(=O)OC(C)C)C1,2%,-28%,-15%
CCN(Cc1ccncc1)C(=O)c1ccccc1NS(=O)(=O)c1ccc(Br)cc1,/,-19%,-21%

# In a second layout: results already given.
# Values run as follows: TDP1 inh | DT40 TDP1 no CPT | TDP1 cell CPT
NC(=O)Nc1ccc(Cl)cc1
→ 2% | -16% | -9%
CCOc1cc(-c2c(C#N)c(N)nc3c2CCCC3C)ccc1O (configuration not stated)
→ 3% | ? | 9.2µM*
CC1C(=O)C(C)C(c2ccc(Br)cc2)NC1c1ccc(Br)cc1 (configuration not stated)
→ / | ? | ?
CCC1CCCCN1CCCNC(=O)Cn1cnc2sc(C)c(S(=O)(=O)N3CC(C)CC(C)C3)c2c1=O (configuration not stated)
→ 5% | ? | ?
CCCOc1ccc(C2C(=O)N(C3CCC(C)CC3)CC(=O)N2Cc2cccc(OC)c2)cc1OC (configuration not stated)
→ 10% | ? | ?

# Ordered by heavy-atom count (smallest number first): part of the list above.
SMILES,TDP1 inh,DT40 TDP1 no CPT,TDP1 cell CPT
NC(=O)Nc1ccc(Cl)cc1,2%,-16%,-9%
CCCCSCc1ccc(C(=O)O)o1,0%,-9%,?
O=C(Oc1ccccc1)c1cccc(COC(=O)c2cnccn2)c1,2%,-2%,-3%
O=C1C2C(c3ccccc3)C=CC(c3ccccc3)C2C(=O)N1C1CCCCC1 (configuration not stated),0%,?,-18%
CNC[C@H]1Oc2ccc(NC(=O)Nc3ccc(OC)cc3)cc2C(=O)N([C@@H](C)CO)C[C@H]1C,5%,-5%,-2%
C[C@]12c3[nH]c4ccc(Cl)cc4c3CCN1C(=O)[C@@H](CC(=O)NCCN1CCOCC1)C[C@@H]2C(=O)N1CCCCC1,1%[56.1 µM],16µM*,?

# Next entries follow.
SMILES,TDP1 inh,DT40 TDP1 no CPT,TDP1 cell CPT
O=C(CN1CCN(S(=O)(=O)c2ccc(Cl)s2)CC1)NCc1ccc(Cl)cc1,0%,-29%,-21%
COC(=O)/C=C1\S/C(=N/N=C/c2ccccc2)NC1=O,3%,-26%,-14%
CCOC(=O)N1CCN(C(=O)Nc2ccc(Cl)cc2)CC1,1%,-12%,-12%
CCOC(=O)/C=C1\SCC(=O)N1CC(O)CN1C(=O)CS/C1=C/C(=O)OCC (configuration not stated),/,-9%,-28%
C=C1CCC2C(CC2(C)C)C(=O)CCC1O (configuration not stated),-8%[56.1 µM],-12%,-16%
CCC(CC)C(=O)Nc1ccc(S(=O)(=O)Nc2nccs2)cc1,/,-16%,1%
COc1ccccc1N(C)S(=O)(=O)c1ccc(C(=O)Nc2ccc(C(N)=O)cc2)cc1,-2%,?,?
Cc1cccc(N2C(=O)CN(Cc3sccc3C)C2=S)c1,0%,-24%,-20%
Cc1ccc(C(=O)NNS(=O)(=O)c2ccc(F)cc2)cc1,/,2%,-1%
O=C1c2oc3ccccc3c(=O)c2C(c2cccc(O)c2)N1c1ccccn1 (configuration not stated),4%,21µM*,21µM*
Cc1c(C(=O)NCC2CCCO2)oc2ccccc12 (configuration not stated),1%,-6%,-2%
COC(=O)c1cc2oc3ccccc3c2n1CC(=O)Nc1ccc(F)c(Cl)c1,-2%,-26%,-51%
Cc1ccc(C(=O)N/C(=C\c2cn(S(=O)(=O)N(C)C)c3ccccc23)C(=O)N2CCCC2)cc1,4%,-15%,-15%
COc1ccc(S(=O)(=O)N2CCCCCC2)cc1C(=O)N(C)CCOc1ccccc1,0%,18µM*,?
O=S(=O)(Cc1ccccc1)N1CCN(Cc2ccc(Br)cc2)CC1,3%,-28%,-22%
Cc1ccccc1C(=O)NC(=S)Nc1ccc(S(=O)(=O)N2CCN(C)CC2)cc1,1%,-22%,-20%
Cn1c(=O)c2c(nc(N3CCOCC3)n2CCSc2ncccn2)n(C)c1=O,1%,23µM*,21µM*
Cc1c(NC(=O)CSc2nccn2C)c(=O)n(-c2ccccc2)n1C,3%,-4%,-1%
COc1cccc(/C=N\NC(=O)C2C(=O)NCC2c2ccccc2)c1O (configuration not stated),0%,23µM*,?
CC(=O)c1ccc(Nc2nc(C(N)c3ccccc3Cl)cs2)cc1 (configuration not stated),/,12µM*,15µM*
COCCCn1c(SCC(N)=O)nnc1-c1ccccc1,3%,-21%,-8%
COc1cccc(OC(=O)CSc2nnc(-c3cccs3)o2)c1,11%,4%,8%
CCN(CC)c1ccc(NC(=O)c2ccc3c(c2)OCO3)cc1,11%,?,?
COc1cc(CC(=O)Nc2ccc(S(=O)(=O)NC3=NCCCCC3)cc2)cc(OC)c1OC,8%,-5%,-2%
COc1ccc(CNc2ncnc3c2cnn3-c2ccc(C)c(C)c2)cc1,3%,-10%,-12%
CCc1nc2c(OCC(=O)c3ccc(F)cc3)cccn2c1N(C)C(=O)c1ccc(OC)cc1,/,-5%,-15%
O=[N+]([O-])c1cccc(/C=N/NC2=NS(=O)(=O)c3ccccc32)c1,6%,-6%,-10%
NC(=O)CCCCC1CCSS1 (configuration not stated),2%,-3%,7%
CCCC(=O)N=C1SC2CS(=O)(=O)CC2N1c1ccc(-c2nc3ccc(C)cc3s2)cc1 (configuration not stated),3%,?,?
COc1ccc(C(=O)NCC(C)C)c(OC)c1,-2%,?,-2%
COc1ccccc1/C=C1\SC(=S)N(CCC(=O)NC2=NCCS2)C1=O,6%,1%,1%
CC(=O)N1c2ccccc2[C@@H](C)[C@@H]1C,2%,-10%,-13%
COc1ccc(C2(C)NC(=O)N(CC(=O)NCc3ccccc3F)C2=O)cc1 (configuration not stated),/,2%,2%
COC(=O)Cn1c(=O)c2cccn2c2cccnc21,3%,-17%,9%
COc1ccc(Oc2cc(C(F)(F)F)nc(N(C)C)n2)cc1,0%,-24%,-3%
COCCn1c(SCC(=O)Nc2cc(C)cc(C)c2)nc2ccccc2c1=O,/,?,?
COC(=O)c1cc2occc2n1Cc1nc(-c2cccc(Br)c2)oc1C,5%,-10%,-1%
O=C(Nc1cccc(Cl)c1N1CCOCC1)c1ccco1,-10%,?,?
CCc1cccc(CC)c1NC(=S)NCc1ccc2c(c1)OCO2,3%,18µM*,23µM*
Cc1ccc(CC(CC(=O)O)C(=O)NCC23CC4CC(CC(C4)C2)C3)cc1 (configuration not stated),8%,0%,0%
COCCN(C)C(=O)c1cnn(-c2nccc(-c3cc(C)sc3C)n2)c1C,/,-15%,-2%[9.04 µM]
O=C(NCc1ccccc1)C(c1ccncc1)n1c(=O)c(-c2cc3ccccc3[nH]2)nc2ccccc21 (configuration not stated),/,?,?
c1ccc(-c2nc(N3CCCCC3)nc3ccccc23)cc1,-2%,10%,-23%
COc1ccccc1-n1cnnc1SCC(=O)NC1CCS(=O)(=O)C1 (configuration not stated),5%,-2%,20%
COCc1cc(=O)[nH]c(-c2ccccc2)n1,-5%,19%,-1%
COc1ccccc1CN1CCNC(=O)C1CC(=O)NCCOc1cccnc1 (configuration not stated),-1%,-1%,-25%
CCCCNC(=O)C(C)N(CCN(C)C)C(=O)CCCCCN1C(=O)NC(c2ccc(Cl)cc2)C(C(=O)OCc2ccccc2)=C1C (configuration not stated),3%[56.1 µM],16µM*,7.3µM*
C#Cc1ccc(NC(=O)C2(C)CCN2C(=O)c2ccccc2CCc2ccccc2)cc1 (configuration not stated),/,?,?
Cc1cc(Cl)ccc1NC(=O)COC(=O)c1nc2nccc(C)n2n1,2%,?,8%
O=C(Nc1ncc(Cc2ccc(Cl)cc2)s1)c1ccc2c(c1)CC(c1ccccc1)OC2=O (configuration not stated),2%,7.3µM*,4.6µM*
CCn1c(C)c(C(C)=O)c(SC)nc1=S,-1%,-17%,-8%

# High-throughput results deposited in PubChem BioAssay by National Center for Advancing Translational Sciences (NCATS).
